FUS suppressor: qHTS for Suppressors of FUS Proteinopathy: Primary screen using FUS-linked yeast assay. Potency, µM (titrated, usually from 76.6 µM), without a hit: at the top dose growth rescue (activation), usual class: activators. 390,000 compounds, 0.24% hits. AID 1347120, 2019. S. cerevisiae FUS-expressing, growth rescue, OD600, 24 h;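 also: plate controls were DMSO vehicle for no effect and reference control for full effect; nearly all actives have a fitted effect of over 55% in size; some results filed as inactive show a strong effect at the top dose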
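Toxicity suppression screen in FUS-yeast. Cells induced with 2% galactose, starting OD 0.005, treated 24hr at 30C with compounds at multiple final concentrations; growth by OD600.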
EPAC2 ag: qHTS for Agonist of cAMP-regulated guanine nucleotide exchange factor 4 (EPAC2): primary screen. Rap guanine nucleotide exchange factor 4 (Homo sapiens), Q8WZA2. EPAC2 activation, biochemical qHTS; response scale: 100% = 6.5 mM cAMP response. Potency, µM (doses to about 154 µM), for the others: at the highest dose activation, usual class: activators. 360,000 compounds, 0.079% hits. AID 720711, 2013; also: nearly all actives have a fitted effect of over 50% in size
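Setup: EPAC2 100 nM, labeled Rap1B complex 250 nM, free GDP 50 uM. Compound titrations pinned in, brief spin, 5 min room temperature incubation. Kinetic fluorescence read over 30 min, normalized to 6.5 mM cAMP.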
EPAC2 antag: qHTS for Antagonist of cAMP-regulated guanine nucleotide exchange factor 2 (EPAC2): primary screen; Rap guanine nucleotide exchange factor 4 (Homo sapiens), Q8WZA2; EPAC2 GEF exchange of Rap1B-BODIPY-GDP, fluorescence; Potency, µM (titrated, usually from 114 µM), inactives show at the highest dose activity, negative = inhibition, most hits filed as inhibitors; 360,000 compounds, 0.18% hits; AID 720708, 2013; also: % is scaled to controls: 0 for no effect and ±100 for the full control effect; nearly all actives have a fitted effect of over 45% in size; many of its hits are not listed in these tables
EPAC1 agonist: qHTS for Agonist of cAMP-regulated guanine nucleotide exchange factor 3 (EPAC1): primary screen; Rap guanine nucleotide exchange factor 3 (Homo sapiens), O95398; EPAC1 agonist qHTS, biochemical assay; response scale: 100% = response to 6.5 mM cAMP; Potency, µM (top dose mostly 154 µM), for the others: at the highest dose activation, most hits filed as activators; 360,000 compounds, 0.073% hits; AID 720707, 2013; also: nearly all actives have a fitted effect of over 60% in size
Target sequence (O95398 whole entry, looked up): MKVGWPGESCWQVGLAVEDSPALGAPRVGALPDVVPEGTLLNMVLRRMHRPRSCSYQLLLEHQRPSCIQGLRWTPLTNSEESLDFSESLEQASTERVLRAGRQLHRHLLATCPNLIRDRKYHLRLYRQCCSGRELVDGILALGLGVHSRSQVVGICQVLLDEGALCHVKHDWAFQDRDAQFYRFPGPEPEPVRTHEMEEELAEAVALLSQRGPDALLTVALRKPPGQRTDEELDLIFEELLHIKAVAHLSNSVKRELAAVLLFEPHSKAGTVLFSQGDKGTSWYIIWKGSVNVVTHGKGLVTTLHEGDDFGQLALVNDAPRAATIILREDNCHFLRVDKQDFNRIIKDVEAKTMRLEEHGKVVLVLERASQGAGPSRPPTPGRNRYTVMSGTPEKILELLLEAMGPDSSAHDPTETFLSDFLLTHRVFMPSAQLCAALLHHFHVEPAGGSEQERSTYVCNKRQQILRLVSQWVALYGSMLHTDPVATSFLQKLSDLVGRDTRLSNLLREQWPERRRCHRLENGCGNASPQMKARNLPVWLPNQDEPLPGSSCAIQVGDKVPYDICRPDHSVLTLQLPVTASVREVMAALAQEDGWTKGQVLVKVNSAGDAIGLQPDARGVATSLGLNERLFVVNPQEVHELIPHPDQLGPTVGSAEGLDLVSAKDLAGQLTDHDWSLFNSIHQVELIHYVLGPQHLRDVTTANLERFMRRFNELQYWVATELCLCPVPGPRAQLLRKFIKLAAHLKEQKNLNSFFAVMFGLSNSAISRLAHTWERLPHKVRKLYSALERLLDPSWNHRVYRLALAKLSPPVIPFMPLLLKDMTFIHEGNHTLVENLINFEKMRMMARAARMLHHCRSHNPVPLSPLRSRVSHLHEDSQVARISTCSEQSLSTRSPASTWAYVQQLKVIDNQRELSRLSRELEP
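Normalized to 6.5 mM cAMP, activity reflects EPAC1-catalysed release of BODIPY-GDP from Rap1B, followed kinetically over 30 min at 480 nm excitation, 540 nm emission. Reaction contained 100 nM EPAC1, 250 nM Rap1B-BODIPY-GDP, 50 uM GDP.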
PTHR1 agonist: qHTS for PTHR1 Agonists: Primary Screen | HEK293 GP2 PTHR1 cells, GloSensor cAMP luminescence, 1 h | AID 743266, 2014 | Potency, µM (top dose mostly 115 µM), for inactives: top-dose activation, most hits filed as activators | 410,000 compounds, 0.075% hits; also: nearly all actives have a fitted effect of over 55% in size; some results filed as inactive show a strong effect at the top dose; inactives centre near -15; many of its hits are not listed in these tables
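HEK-293-derived GP2 cells expressing PTHR1 and a GloSensor cAMP reporter, 3,000/well, plated overnight, given luciferin plus IBMX (each 0.5 mM as added) for 1 h at 37 °C, then compound for 1 h at 37 °C. Luminescence was read after 15 min at room temperature.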
aSyn rescue: qHTS of alpha-syn Inhibitors; Yeast expressing alpha-synuclein, growth rescue, BacTiter-Glo, 24 h; Potency, µM (highest dose often 46.1 µM), for inactives: at the top dose growth rescue (activation), actives largely listed as activators; 370,000 compounds, 0.14% hits; also: % of control where 0% means no effect; nearly all actives have a fitted effect of over 65% in size
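Rescue of yeast growth: cells expressing toxic alpha-synuclein, induced in galactose at OD600 0.02, incubated with compound 24 h at 30 C. ATP luminescence quantified growth; inhibitors of toxicity appear as activators.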
EPAC1 antagonist: qHTS for Antagonist of cAMP-regulated guanine nucleotide exchange factor 3 (EPAC1): primary screen; Rap guanine nucleotide exchange factor 3 (Homo sapiens), O95398; EPAC1 GEF assay, Rap1b-BODIPY-GDP exchange fluorescence; Potency, µM (top dose mostly 115 µM), without a hit: top-dose activity change, negative = inhibition, actives largely listed as inhibitors; 360,000 compounds, 0.14% hits;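 also: plate controls were vehicle for no effect and positive control for full effect; nearly all actives have a fitted effect of over 50% in size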
TDP43 rescue: qHTS of TDP-43 Inhibitors; TDP-43 expressing yeast growth rescue, BacTiter-Glo, 24 h; Potency, µM (highest dose often 46.1 µM), for the others: at the top dose growth rescue (activation), usual class: activators; 410,000 compounds, 1.8% hits; also: % of control where 0% means no effect; nearly all actives have a fitted effect of over 50% in size
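Growth rescue of TDP-43-toxic yeast measured as ATP luminescence (BacTiter-Glo). Cells grown to mid-log in raffinose, induced in galactose at OD600=0.02, exposed to compound 24 hr at 30 deg C.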
Starred values were filed as active, the others as inactive; & = joins results of further samples; [ ] = another dose, or the depositor's remark. Calls follow the shape of the dose curve; as a rule, active = well fitted curve in the direction sought with a large enough effect; inconclusive = small, poorly fitted or top-dose-only effect, or another doubt; inactive = no such curve, though single readings can be large; an effect the other way counts as inactive or inconclusive. Potency is read from the fitted curve at half-maximal effect.

Screening COc1cc(/C=C2\SC(=S)N(N3CCOCC3)C2=O)cc(OC)c1OC returned EPAC2 ag 6%, EPAC2 antag 14%, EPAC1 agonist 0%, PTHR1 agonist inactive, aSyn rescue 0%, EPAC1 antagonist 2% and TDP43 rescue inconclusive.
For COc1ccc(C(CNC(=O)CNS(=O)(=O)c2ccc(NC(C)=O)cc2)N2CCOCC2)cc1 (centres undefined) the results were FUS suppressor -9%, EPAC2 ag 8%, EPAC2 antag 7%, EPAC1 agonist -5%, PTHR1 agonist 1%, aSyn rescue 0%, EPAC1 antagonist 17% and TDP43 rescue 8%.
`COc1ccc(C(=O)CSc2nnc(C3CC3)n2N)cc1` gave FUS suppressor 12%, EPAC2 ag 6%, EPAC2 antag 5%, EPAC1 agonist -4%, PTHR1 agonist inactive, aSyn rescue 7%, EPAC1 antagonist 0% and TDP43 rescue 3%.
Screening COc1ccccc1-c1cnc(C(O)c2cccc(C)c2C)[nH]1 (centres undefined) returned FUS suppressor -16%, EPAC2 ag 3%, EPAC2 antag 1%, EPAC1 agonist -10%, PTHR1 agonist -12%, aSyn rescue -7%, EPAC1 antagonist 2% and TDP43 rescue -10%.
Screening Cc1occc1-c1nnc(SCC(=O)Nc2ccccc2)n1C returned FUS suppressor 10%, EPAC2 ag -1%, EPAC2 antag 6%, EPAC1 agonist -2%, PTHR1 agonist inactive, aSyn rescue -2%, EPAC1 antagonist 17% and TDP43 rescue -1%[9.22 µM].
For Cc1ccnc(NC(=O)CNC(=O)c2ccc(Br)o2)c1 the results were FUS suppressor 4%, EPAC2 ag 4%, EPAC2 antag 1%, EPAC1 agonist 7%, PTHR1 agonist -18%, aSyn rescue -3%, EPAC1 antagonist -14% and TDP43 rescue -17%.
For COc1ccc(OC)c(NC(=O)CN2CCC(NC(=O)c3ccccc3C)CC2)c1 the results were FUS suppressor -20%, EPAC2 ag 12%, EPAC2 antag 4%, EPAC1 agonist 2%, PTHR1 agonist -1%, aSyn rescue 1%, EPAC1 antagonist -1% and TDP43 rescue -1%.
For CS(=O)(=O)Nc1ccccc1C(=O)OCC(=O)N1CCC(c2ccccc2)=N1 the results were FUS suppressor inconclusive, EPAC2 ag 10%, EPAC2 antag -17%, EPAC1 agonist 7%, PTHR1 agonist -16%, aSyn rescue -10%, EPAC1 antagonist 1% and TDP43 rescue 25µM*.
CC(Cl)C(=O)NNc1cccc(Cl)n1 (centres undefined) was read as FUS suppressor -1%, EPAC2 ag -5%, EPAC2 antag 10%, EPAC1 agonist 5%, PTHR1 agonist inactive, aSyn rescue 7%, EPAC1 antagonist 8% and TDP43 rescue 9%.
`COc1cccc(C(=O)Nc2ccc(N3CCCC3)cc2)c1` gave FUS suppressor 17%, EPAC2 ag -2%, EPAC2 antag 0%, EPAC1 agonist -8%, PTHR1 agonist -6%, aSyn rescue -24%, EPAC1 antagonist -22% and TDP43 rescue -17%.
For COc1ccc(CCNC(=O)CCc2ccc(S(=O)(=O)NCC(C)C)cc2)cc1 the results were FUS suppressor 17%, EPAC2 ag -7%, EPAC2 antag 7%, EPAC1 agonist 2%, PTHR1 agonist inactive, aSyn rescue 0%, EPAC1 antagonist 8% and TDP43 rescue -12%.
COC(=O)C1=C(C)N(Cc2ccccc2)C(=NCC(C)C)N[C@H]1c1cccc(F)c1 was read as FUS suppressor 2%, EPAC2 ag 9%, EPAC2 antag -4%, EPAC1 agonist -11%, PTHR1 agonist -1%, aSyn rescue 0%, EPAC1 antagonist -6% and TDP43 rescue -4%.
CC(C)N(C(=O)CSc1nnc(NC(=O)Cc2cccs2)s1)C(C)C was read as FUS suppressor -24%, EPAC2 ag 6%, EPAC2 antag 1%, EPAC1 agonist -2%, PTHR1 agonist inactive, aSyn rescue -5%, EPAC1 antagonist inconclusive and TDP43 rescue 16%.
Screening CCOC(=O)C1CCN(C(=O)CCn2c(=O)[nH]c3ccsc3c2=O)CC1 returned FUS suppressor 5%, EPAC2 ag 2%, EPAC2 antag 8%, EPAC1 agonist -7%, PTHR1 agonist inactive, aSyn rescue -1%, EPAC1 antagonist 4% and TDP43 rescue 7%.
For O=C(COC(=O)c1ccc(S(=O)(=O)NCc2ccco2)cc1)Nc1ccc(Cl)cn1 the results were FUS suppressor 13%, EPAC2 ag 0%, EPAC2 antag 5%, EPAC1 agonist 9%, PTHR1 agonist inactive, aSyn rescue 0%, EPAC1 antagonist inconclusive and TDP43 rescue 11%.
Cc1c(CCOC(=O)C2C3CC4CC(C3)CC2C4)sc[n+]1CC(=O)c1ccc(Br)cc1 (centres undefined) was read as FUS suppressor 24%&27%, EPAC2 ag 5%&8%, EPAC2 antag 10%&1%, EPAC1 agonist 5%&-2%, PTHR1 agonist -17%&-30%, aSyn rescue -25%&-11%, EPAC1 antagonist -6%&-12% and TDP43 rescue -9%&6%.
COc1ccc(NC(=O)Nc2ccc3c(c2)C(=O)N([C@H](C)CO)C[C@H](C)[C@@H](CN(C)C(=O)Nc2c(C)noc2C)O3)cc1 was read as FUS suppressor 8%, EPAC2 ag 2%, EPAC2 antag 17%, EPAC1 agonist 4%, PTHR1 agonist -9%, aSyn rescue 5%, EPAC1 antagonist 0% and TDP43 rescue 20%.
Screening Cc1ccc(S(=O)(=O)Nc2ccc3c(c2)OCCO3)cc1 returned FUS suppressor 16%, EPAC2 ag -2%, EPAC2 antag -25%, EPAC1 agonist 9%, PTHR1 agonist -21%, aSyn rescue 10%, EPAC1 antagonist inconclusive and TDP43 rescue 11%[9.22 µM].
`Cc1cc2c(NC(=O)Nc3ccc(F)cc3)cccc2nn1` gave FUS suppressor 12%, EPAC2 ag 7%, EPAC2 antag 6%, EPAC1 agonist -2%, PTHR1 agonist inactive, aSyn rescue -10%, EPAC1 antagonist 2% and TDP43 rescue -12%[1.82 µM].
Screening CCOC(=O)c1noc2ncn(CC(=O)Nc3cccc(Cl)c3)c(=O)c12 returned FUS suppressor -12%, PTHR1 agonist -5%, aSyn rescue -5% and TDP43 rescue 2%.

Four consecutive entries already listed, for reference:
For COc1ccc(CCNC(=O)CCc2ccc(S(=O)(=O)NCC(C)C)cc2)cc1 the results were FUS suppressor 17%, EPAC2 ag -7%, EPAC2 antag 7%, EPAC1 agonist 2%, PTHR1 agonist inactive, aSyn rescue 0%, EPAC1 antagonist 8% and TDP43 rescue -12%.
COC(=O)C1=C(C)N(Cc2ccccc2)C(=NCC(C)C)N[C@H]1c1cccc(F)c1 was read as FUS suppressor 2%, EPAC2 ag 9%, EPAC2 antag -4%, EPAC1 agonist -11%, PTHR1 agonist -1%, aSyn rescue 0%, EPAC1 antagonist -6% and TDP43 rescue -4%.
CC(C)N(C(=O)CSc1nnc(NC(=O)Cc2cccs2)s1)C(C)C was read as FUS suppressor -24%, EPAC2 ag 6%, EPAC2 antag 1%, EPAC1 agonist -2%, PTHR1 agonist inactive, aSyn rescue -5%, EPAC1 antagonist inconclusive and TDP43 rescue 16%.
Screening CCOC(=O)C1CCN(C(=O)CCn2c(=O)[nH]c3ccsc3c2=O)CC1 returned FUS suppressor 5%, EPAC2 ag 2%, EPAC2 antag 8%, EPAC1 agonist -7%, PTHR1 agonist inactive, aSyn rescue -1%, EPAC1 antagonist 4% and TDP43 rescue 7%.

Next part
`COCCCn1c(Cc2csc(Nc3ccc(F)cc3)n2)nnc1SCC(N)=O` gave FUS suppressor 12%, EPAC2 ag -5%, EPAC2 antag 2%, EPAC1 agonist -5%, PTHR1 agonist -9%, aSyn rescue -7%, EPAC1 antagonist -6% and TDP43 rescue 3%.
`S=c1nc[nH]c2nc[nH]c12` gave FUS suppressor -48%&-32%, EPAC2 ag -4%&4%, EPAC2 antag -2%&6%, EPAC1 agonist -7%&-9%, PTHR1 agonist -1%&-11%, aSyn rescue 3%&-13%, EPAC1 antagonist -9%&-1% and TDP43 rescue 14%&12%.
`O=C(O)c1ccc(Cl)c(S(=O)(=O)Nc2ccccc2N2CCOCC2)c1` gave FUS suppressor 4%, EPAC2 ag -4%, EPAC2 antag 2%, EPAC1 agonist -5%, PTHR1 agonist 1%, aSyn rescue -1%, EPAC1 antagonist -12% and TDP43 rescue 3%.
For COc1cc(CCC(=O)N2CCN(c3ccccc3)CC2)cc(OC)c1OC the results were FUS suppressor 21%, EPAC2 ag 7%, EPAC2 antag 7%, EPAC1 agonist -8%, PTHR1 agonist 7%, aSyn rescue -3%, EPAC1 antagonist -10% and TDP43 rescue -14%.
Screening COCC1CCCN(C(=O)c2cc(COc3cccc4cccnc34)on2)C1 (centres undefined) returned FUS suppressor 8%, EPAC2 ag -2%, EPAC2 antag -2%, EPAC1 agonist -1%, PTHR1 agonist inactive, aSyn rescue 6%, EPAC1 antagonist -1% and TDP43 rescue 19%.
`COc1cc(/C=C/C(=O)OCC(=O)Nc2ccc([N+](=O)[O-])cc2)ccc1O` gave FUS suppressor -17%, EPAC2 ag 4%, EPAC2 antag 2%, EPAC1 agonist 3%, PTHR1 agonist -34%[inhibitor], aSyn rescue -8%, EPAC1 antagonist -2% and TDP43 rescue 14%.
For O=C(COC(=O)c1ccccc1O)NCCC1=CCCCC1 the results were FUS suppressor inconclusive, EPAC2 ag 3%, EPAC2 antag 3%, EPAC1 agonist -7%, PTHR1 agonist -10%, aSyn rescue 11%, EPAC1 antagonist -3% and TDP43 rescue 7%.
Screening CCOc1ccccc1CN1CCC(CO)(CCOc2ccccc2)CC1 returned FUS suppressor -1%, EPAC2 ag 9%, EPAC2 antag 12%, EPAC1 agonist 2%, PTHR1 agonist inactive, aSyn rescue 5%, EPAC1 antagonist -9% and TDP43 rescue -4%.

Screening data deposited in PubChem by National Center for Advancing Translational Sciences (NCATS).

Only part of the results is shown; the hit share may differ from the screen's.
